# Assay outcomes deposited in PubChem BioAssay by several laboratories.
# Mcl1-Bid inh – Mcl-1/Bid interaction inhibition; Q07820; TR-FRET Mcl-1/Bid-Dy647 peptide binding, 1536-well; inhibition, % at 21.7 µM; hit rate 0.97% among 220,000;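 active means compounds that cut the binding signal by more than half at the single screening dose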;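 further: His-tagged Mcl-1 with europium anti-His antibody binding Bid BH3 peptide; 0% = Mcl-1 plus peptide wells and 100% = peptide-only wells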
# Target sequence (Q07820 whole entry, looked up): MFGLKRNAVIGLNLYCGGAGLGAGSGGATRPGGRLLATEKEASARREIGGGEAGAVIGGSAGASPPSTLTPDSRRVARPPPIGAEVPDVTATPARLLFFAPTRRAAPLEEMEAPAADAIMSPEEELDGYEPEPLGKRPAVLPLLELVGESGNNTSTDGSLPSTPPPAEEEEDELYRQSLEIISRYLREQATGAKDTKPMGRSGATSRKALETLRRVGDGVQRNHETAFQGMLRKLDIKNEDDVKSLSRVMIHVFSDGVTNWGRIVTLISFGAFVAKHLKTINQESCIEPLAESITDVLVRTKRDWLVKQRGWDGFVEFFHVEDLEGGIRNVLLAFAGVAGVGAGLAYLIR
# RGS7-Gao – regulators of human RGS7-Galphao interaction | P09471 | Multiplexed bead flow cytometry, RGS7-Galphao binding; actives lie on both sides | binding response (% of control), % at 10 µM | hit rate 0.35% among 220,000; in the data active means binding response below about 49% or above about 150%;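 further: fluorescent Galphao held in activated GDP-AlF4 state binding bead-coupled RGS7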
# Target sequence (P09471 whole entry, looked up): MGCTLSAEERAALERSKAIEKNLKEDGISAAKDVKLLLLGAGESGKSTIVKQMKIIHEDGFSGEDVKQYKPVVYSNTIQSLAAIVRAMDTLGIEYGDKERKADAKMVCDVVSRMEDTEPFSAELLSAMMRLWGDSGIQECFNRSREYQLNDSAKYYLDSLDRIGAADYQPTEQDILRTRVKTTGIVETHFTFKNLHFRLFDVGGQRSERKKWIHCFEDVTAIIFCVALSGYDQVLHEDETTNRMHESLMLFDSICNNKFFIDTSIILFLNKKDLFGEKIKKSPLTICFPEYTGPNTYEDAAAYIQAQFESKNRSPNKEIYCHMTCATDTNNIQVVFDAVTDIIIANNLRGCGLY
# Bcl-2 Bim block – inhibitors of Bim-Bcl-2 interaction, human | P10415 | Bead-based flow cytometry, Bim peptide-Bcl-2 binding | inhibition, % at 10 µM | hit rate 0.06% among 190,000; in the data active means inhibition above about 40%;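 further: 0% = no compound wells with probe peptide and 100% = reference peptide inhibitor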
# Bim-Mcl-1 – disrupts Bim peptide binding to human Mcl-1 | Bead-based flow cytometry, Bim peptide-Mcl-1 binding | hit rate 0.1% among 190,000 | Q07820 | inhibition, % at 10 µM;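 further: 0% = no compound tracer wells and 100% = peptide blocker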
# Bcl-B Bim block – inhibitors of Bim-Bcl-B interaction, human | bead-based flow cytometry, Bim peptide-Bcl-B binding | inhibition, % at 10 µM | hit rate 0.073% among 190,000 | AID 951;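 further: 0% = tracer peptide without compound and 100% = reference inhibitor peptide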
# Target sequence (Q9HD36 whole entry, looked up): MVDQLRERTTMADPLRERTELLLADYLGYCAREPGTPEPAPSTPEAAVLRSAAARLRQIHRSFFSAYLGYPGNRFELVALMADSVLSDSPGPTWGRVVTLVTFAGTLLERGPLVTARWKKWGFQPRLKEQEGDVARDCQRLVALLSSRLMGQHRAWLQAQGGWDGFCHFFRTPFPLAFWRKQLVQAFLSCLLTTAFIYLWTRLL
# RGS8-Gao – modulates binding of RGS8 to human Galphao. multiplexed bead flow cytometry; actives lie on both sides. response (percent of control binding), % at 10 µM. hit rate 0.34% among 220,000; in the data active means response below about 60% or above about 140%; inactive means in between;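 further: Galphao activated as the GDP aluminium fluoride complex binding bead-coupled RGS8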
# GSH fluor – GSH bead compound fluorescence profile; GSH beads flow cytometry, compound fluorescence 488/530 nm; active compounds read high; fluorescence (KMESF) at 10 µM; hit rate 0.25% among 190,000; AID 1776; in the data active means fluorescence above about 89;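 further: glutathione beads carrying GST-tagged Bcl family fusion proteins plus one bare bead set; values are compound well signal with DMSO vehicle wells as background; inactives centre near 16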
# Bim-Bcl-W – disrupts Bim peptide binding to human Bcl-W | inhibition, % at 10 µM | hit rate 0.02% among 190,000 | Q92843 | bead-based flow cytometry;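 further: 0% = bound tracer without compound and 100% = peptide blocker; higher means less fluorescent Bim peptide bound to Bcl-W beads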
# RGS4-Gao reg – human RGS4-Galphao interaction regulation; P09471; Multiplexed bead flow cytometry, RGS4-Galphao binding; actives lie on both sides; hit rate 0.33% among 220,000; binding response (% of control), % at 10 µM; in the data active means binding response below about 49% or above about 150%; inactive means in between;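 further: fluorescent Galphao activated with aluminum fluoride binding bead-coupled RGS4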
# Bcl-XL Bim block – human Bim-Bcl-XL interaction inhibition | Q07817 | Bim peptide-Bcl-XL binding, bead flow cytometry, fluorescence | inhibition, % at 10 µM | hit rate 0.04% among 190,000
# Bim-Bfl-1 – human Bim-Bfl-1 interaction inhibition. inhibition, % at 10 µM. Bead-based flow cytometry, Bim-Bfl-1 binding inhibition. AID 1008. hit rate 0.12% among 190,000;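 further: 0% = wells without compound plus tracer and 100% = blocker peptide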
# * = called active by the depositor; / = not tested or not shown; [ ] = remark or other dose. Unless noted, no stated cut-off is given here; in the data, active means inhibition above about 40%. This is a random part of the collection. Share with any hit: about 1.8%.
SMILES,Mcl1-Bid inh,RGS7-Gao,Bcl-2 Bim block,Bim-Mcl-1,Bcl-B Bim block,RGS8-Gao,GSH fluor,Bim-Bcl-W,RGS4-Gao reg,Bcl-XL Bim block,Bim-Bfl-1
Cc1ccc(Cl)cc1NC(=O)COC(=O)c1ccc(N2CCCC2)c([N+](=O)[O-])c1,-1.8,96.6,-9.0,-4.0,-10.0,100.2,18,-7.0,95.2,-9.0,-15.0
NC(=O)CSc1nc(-c2ccccc2)c(-c2ccccc2)o1,-2.5,102.0,-33.0,-9.0,-4.0,101.8,23,2.0,102.3,-4.0,-1.0
Cn1c(CSc2ncccn2)nnc1SCC(=O)N1CCCCCC1,-1.3,107.6,-2.0,0.0,-4.0,100.5,18,0.0,96.8,-5.0,-4.0
CCOC(=O)CSc1nc2ccc(C)cc2cc1C#N,-1.0,109.4,0.0,5.0,0.0,101.7,17,2.0,107.1,1.0,-11.0
CC(=O)Nc1cc2c(cc1NC(=O)Cn1nnc(-c3ccc(C)o3)n1)OCCO2,4.4,100.8,2.0,1.0,2.0,98.9,13,-1.0,100.9,1.0,2.0
CC(C)C(=O)N1CCN(c2ccc(NC(=O)c3cccs3)cc2)CC1,-19.1,101.2,-2.0,-4.0,-7.0,100.8,25,-1.0,100.5,-6.0,-4.0
CCOC(=O)C1CCN(S(=O)(=O)c2ccc3c(c2)CCCN3C(C)=O)CC1,-21.1,101.8,-4.0,-4.0,-4.0,100.5,25,-2.0,100.0,-4.0,0.0
O=S(=O)(c1ccc(S(=O)(=O)N(Cc2cccs2)CC2CCCO2)cc1)N1CCCCC1 (stereo not drawn),-1.6,103.6,-2.0,-1.0,0.0,106.8,10,0.0,103.0,0.0,-1.0
COc1ccc(N(CC(=O)Nc2ccc3c(c2)OCO3)S(=O)(=O)c2ccc(F)cc2)cc1,-60.8,98.2,-1.0,-1.0,-3.0,100.5,6,-2.0,95.7,-5.0,0.0
Cc1cccnc1CN1CCN(C(=O)CCc2nnc(CCc3ccccc3)o2)CC1,5.1,100.0,-7.0,-2.0,-6.0,107.4,14,-1.0,102.9,0.0,-7.0
c1ccc(-c2nnc(SCc3nc4ccccc4[nH]3)o2)cc1,-19.2,100.9,0.0,0.0,-6.0,100.8,14,-1.0,98.8,0.0,2.0
CCOc1cc(-c2nnc(-c3ccco3)o2)cc(OCC)c1OCC,/,156.1*[activator],0.0,1.0,0.0,101.7,35,0.0,119.4,-1.0,-1.0
O=C(O)c1ccc2c(c1)C(=O)N(c1cccc(C(=O)/C=C/c3ccccc3)c1)C2=O,2.2,102.4,-2.0,-2.0,3.0,103.5,10,0.0,104.4,-1.0,3.0
CCc1ccc(C(=O)CSc2nc(C)cc(=O)[nH]2)cc1,5.4,94.2,1.0,7.0,-1.0,90.0,13,2.0,94.4,-1.0,1.0
CCCOC(=O)c1ccc(NC(=O)Oc2ccccc2)cc1,-0.7,97.3,-4.0,-1.0,-3.0,99.4,12,-4.0,96.0,-3.0,0.0
COc1ccccc1CNC(=O)C(=O)Nc1nccs1,-12.5,98.0,-3.0,2.0,-1.0,97.6,11,-2.0,92.4,-3.0,-6.0
CCN1CCCc2cc(CN(CCN3CCOCC3)C(=S)Nc3cccc(C)c3)ccc21,-97.9,103.7,-2.0,-2.0,-4.0,100.7,12,-5.0,99.5,-3.0,-4.0
COc1cc(/C=N/n2cnnc2)ccc1OC(=O)c1ccncc1,-17.1,98.6,-13.0,-2.0,-8.0,100.1,28,-1.0,99.1,-5.0,-17.0
O=C(N/N=C/c1ccccc1)c1sccc1OCc1ccc(F)cc1,-10.0,100.7,-3.0,-7.0,-9.0,100.4,25,-1.0,97.6,0.0,-2.0
Clc1ccccc1CSc1nnc(/C=C/c2ccccc2)o1,-5.5,97.8,0.0,0.0,1.0,98.0,8,1.0,95.9,-1.0,-1.0
Cc1cc(C(=O)Nc2sc3c(c2C#N)CCC(C)C3)cs1 (stereo not drawn),-24.2,93.5,-1.0,-2.0,-3.0,100.5,13,0.0,98.1,-3.0,0.0
COC(=O)c1[nH]c2cc(OC)ccc2c1NC(=O)CN1CCN(c2cccc(C)c2)C(C)C1 (stereo not drawn),-22.6,102.8,-11.0,-7.0,-14.0,101.9,14,-1.0,102.3,-9.0,-11.0
COc1ccc(/C=N/n2c(-c3ccco3)nc3ccccc3c2=O)cc1,6.4,91.3,8.0,2.0,-4.0,78.2,18,0.0,88.4,0.0,4.0
Cc1cc(NC(=O)CSc2cn(CCNC(=O)c3ccccc3)c3ccccc23)no1,-22.1,99.3,-6.0,0.0,-5.0,101.1,14,-1.0,101.8,-9.0,-9.0
C/C(=N\NC(=O)c1nc2ccccn2c1C)c1cc2ccccc2o1,-33.4,95.6,-3.0,-2.0,-1.0,99.5,16,0.0,99.8,0.0,-3.0
Cc1[nH][nH]c(=O)c1C(c1c(C)[nH][nH]c1=O)c1cn(Cc2ccc(Cl)c(Cl)c2)c2ccccc12,-65.4,103.6,-7.0,-3.0,-8.0,102.1,19,-6.0,100.4,-9.0,-12.0
Cc1nn(-c2ccccc2)c(NC(=O)c2cccs2)c(-c2ccc(Cl)cc2)c1=O,-2.4,100.3,-8.0,0.0,-3.0,104.3,11,0.0,100.4,-4.0,-7.0
COCc1[nH]nc2c1C1(C(=O)N(C)c3ccccc31)C(C#N)=C(N)O2 (stereo not drawn),-16.8,98.7,-4.0,-1.0,-4.0,97.7,57,2.0,93.8,-7.0,-9.0
CC(=O)Nc1ccc(S(=O)(=O)NNC(=O)c2cccc(Br)c2)cc1,-27.6,97.4,0.0,-1.0,-2.0,98.6,10,0.0,99.4,-4.0,-2.0
COc1cccc(/C=N/n2c(-c3n[nH]c4c3CCC4)n[nH]c2=S)c1O,-43.5,90.5,0.0,-1.0,4.0,81.1,11,0.0,90.7,-2.0,-2.0
O=C(COC(=O)c1cc(C(F)(F)F)cc(C(F)(F)F)c1)NCc1ccc(Cl)cc1,-7.0,102.8,0.0,0.0,-2.0,105.9,5,-1.0,102.5,-1.0,0.0
Cn1c(N)c(C(=O)c2ccc(F)cc2F)c(=O)n(C)c1=O,7.2,102.3,-8.0,-1.0,-5.0,100.2,14,-1.0,101.8,-4.0,-8.0
O=C(Nc1ccc(NC(=S)NC(=O)c2cccs2)cc1)c1ccccc1,5.6,97.6,1.0,-2.0,-5.0,91.9,8,-1.0,92.5,-3.0,0.0
COc1cc(OC)cc(C(=O)n2nc(C)cc2C)c1,-1.3,97.3,0.0,-4.0,-2.0,97.5,64,-5.0,96.8,-1.0,0.0
CN(C)CCNC(=S)Nc1ccc(-c2nc3ccccc3[nH]2)cc1,-33.8,97.3,-3.0,-3.0,-14.0,97.7,12,-3.0,99.7,-2.0,-1.0
COC(=O)Nc1ncc(CN2CCc3ccccc3C2)s1,-3.9,101.2,-8.0,0.0,-4.0,104.0,19,3.0,106.6,-1.0,-14.0
O=C(/C=C/Nc1ccccc1OC(F)(F)F)C(F)(F)F,-34.8,106.7,0.0,5.0,-1.0,104.8,22,3.0,107.0,-2.0,-8.0
O=C(c1cc2nc(C3CC3)cc(C(F)(F)F)n2n1)N1CCCC1,-15.2,102.1,-8.0,0.0,-8.0,103.5,33,-3.0,100.4,-9.0,-10.0
O=C(O)CCC(=O)Nc1nc2ccccc2s1,6.8,103.4,-8.0,-2.0,-9.0,103.7,34,-1.0,100.3,-19.0,-11.0
CCOc1cc(/C=N/N=C2/NC(=O)C(CC(=O)O)S2)ccc1OCc1ccc(Cl)cc1Cl (stereo not drawn),-56.2,98.7,0.0,3.0,-1.0,99.0,28,0.0,96.9,0.0,-2.0
COc1ccc(N=C2SC(CC(=O)Nc3ccccc3F)C(=O)N2Cc2ccco2)cc1 (stereo not drawn),-28.5,102.6,0.0,0.0,-2.0,103.9,7,0.0,103.5,-2.0,1.0
Cc1ccc(NC(=S)N/N=C2\CC(C)(C)Oc3ccc(O)cc32)cc1,-41.1,100.0,-1.0,-9.0,-9.0,99.8,20,-11.0,99.9,-12.0,-6.0
CCc1nnc(NC(=O)CSc2nc3cc4c(cc3cc2C)OCCO4)s1,-73.5,103.1,0.0,-5.0,-3.0,101.0,56,-5.0,99.1,-3.0,-2.0
COC(=O)CN1C(=S)N(c2ccc(Cl)cc2)C(=O)C1CC(=O)Nc1ccc(Cl)cc1 (stereo not drawn),42.7,99.3,-2.0,2.0,0.0,103.0,10,-1.0,102.2,-2.0,-3.0
Cc1ccc(-c2nc(CN(Cc3c(C)nn(C)c3C)C(C)C)c(C)o2)o1,-56.7,103.1,-2.0,0.0,-2.0,100.9,11,-1.0,105.5,0.0,-5.0
CC(/C=N/NC(=O)c1cc(C(C)(C)C)[nH]n1)=C\c1ccccc1,-33.4,103.2,-9.0,-5.0,-12.0,101.3,17,0.0,100.3,-5.0,-9.0
Cc1ccc(NC(=O)CSCc2nc3c(nnn3Cc3ccc(F)cc3)c(=O)[nH]2)c(C)c1,9.4,105.5,0.0,0.0,0.0,98.3,15,-2.0,97.1,2.0,4.0
COC(=O)c1sc(NC(=O)C2CCCCC2C(=O)O)c(C(=O)OC)c1C (stereo not drawn),-11.0,100.1,-11.0,-5.0,-9.0,100.5,28,-5.0,101.7,-8.0,-19.0
CCOC(=O)c1ccc(N2C(=O)CC(N3CCC(C(=O)OCC)CC3)C2=O)cc1 (stereo not drawn),-21.7,97.4,0.0,3.0,0.0,99.9,18,-2.0,98.5,-1.0,-1.0
Cc1ccc(-c2ccc(SCC(=O)Nc3cc(C)on3)nn2)cc1,-10.5,92.1,-3.0,-22.0,-3.0,93.7,9,-8.0,93.0,-16.0,-1.0
CCOC(=O)c1cnc(Nc2ccc(OCC)cc2)nc1C,5.7,102.1,-9.0,-6.0,-12.0,102.1,50,-1.0,103.5,-3.0,-6.0
O=C(c1ccccc1-c1nc2ccccc2[nH]1)N1CCCCC1,2.4,100.3,5.0,4.0,0.0,101.8,5,0.0,100.2,-2.0,0.0

# An excerpt of these results, with tabs:
molecule	Mcl1-Bid inh	RGS7-Gao	Bcl-2 Bim block	Bim-Mcl-1	Bcl-B Bim block	RGS8-Gao	GSH fluor	Bim-Bcl-W	RGS4-Gao reg	Bcl-XL Bim block	Bim-Bfl-1
CCOC(=O)c1ccc(N2C(=O)CC(N3CCC(C(=O)OCC)CC3)C2=O)cc1 (stereo not drawn)	-21.7	97.4	0.0	3.0	0.0	99.9	18	-2.0	98.5	-1.0	-1.0
Cc1ccc(-c2ccc(SCC(=O)Nc3cc(C)on3)nn2)cc1	-10.5	92.1	-3.0	-22.0	-3.0	93.7	9	-8.0	93.0	-16.0	-1.0
CCOC(=O)c1cnc(Nc2ccc(OCC)cc2)nc1C	5.7	102.1	-9.0	-6.0	-12.0	102.1	50	-1.0	103.5	-3.0	-6.0
O=C(c1ccccc1-c1nc2ccccc2[nH]1)N1CCCCC1	2.4	100.3	5.0	4.0	0.0	101.8	5	0.0	100.2	-2.0	0.0
